# STAT3 blocker – IL-6 driven STAT3 reporter inhibitors, primary screen, U3A cells, luciferase, luminescence, MLSCN library; IL-6 STAT3-luciferase reporter; host cell line lacks STAT1; inhibition, % at 5.5 µM; 190,000 compounds, 0.89% hits; AID 862, 2007;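 active means inhibition above the mean inhibition across all screened compounds plus 3 SD, cut at about 44% in these data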;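 further: 0% = DMSO only wells and 100% = 100 µM nifuroxazide control wells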
# PPARg SRC-3 ag – PPARgamma agonists recruiting SRC-3 coactivator, primary screen, biochemical | Peroxisome proliferator-activated receptor gamma (Homo sapiens), P37231 | biochemical PPARgamma/SRC-3 coactivator recruitment assay | 200,000 compounds, 0.26% hits | activation, % at 8 µM; in the data active means activation above about 23%;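 further: 0% = DMSO and 100% = reference agonist; some compounds past the cut are filed as inactive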
# Target sequence (P37231 whole entry, looked up): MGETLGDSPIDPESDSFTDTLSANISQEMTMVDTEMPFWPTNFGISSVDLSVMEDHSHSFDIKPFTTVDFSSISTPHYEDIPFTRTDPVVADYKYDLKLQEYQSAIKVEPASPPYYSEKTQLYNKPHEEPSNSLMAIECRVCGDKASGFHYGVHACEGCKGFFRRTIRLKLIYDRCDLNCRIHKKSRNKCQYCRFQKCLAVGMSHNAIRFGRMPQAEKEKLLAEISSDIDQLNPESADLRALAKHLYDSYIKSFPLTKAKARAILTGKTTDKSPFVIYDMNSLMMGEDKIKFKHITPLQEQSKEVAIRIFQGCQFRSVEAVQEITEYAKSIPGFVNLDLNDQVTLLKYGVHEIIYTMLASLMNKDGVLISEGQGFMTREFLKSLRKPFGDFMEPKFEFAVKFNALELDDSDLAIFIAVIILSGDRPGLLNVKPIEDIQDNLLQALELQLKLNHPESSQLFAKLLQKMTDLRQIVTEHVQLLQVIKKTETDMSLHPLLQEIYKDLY
# TNAP act hiacc – TNAP activators at high phosphate acceptor level, primary screen, biochemical, luminescence, uHTS; 200,000 tested, under 10 active; AID 1136, 2008; purified TNAP, CDP-star luminescence, 1 M DEA, 30 min; active compounds read high; 0 = EDTA background, 1 = DMSO-only activity; Alkaline phosphatase, tissue-nonspecific isozyme (Homo sapiens), P05186; activation factor at 20 µM;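 active means activation factor at least 2 at 20 µM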
#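 Test system – human TNAP · Doses – 20 µM single point · Incubation – 30 min, room temperature · Signal – luminescent substrate turnover signal · Read-out basis – activation factor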
# PPARg SRC-1 ag – PPARgamma agonists recruiting SRC-1 coactivator, primary screen, biochemical. Peroxisome proliferator-activated receptor gamma (Homo sapiens), P37231. PPARgamma-SRC-1 coactivator recruitment biochemical assay. activation, % at 8 µM. 200,000 compounds, 0.41% hits. AID 631, 2007; in the data active means activation above about 19%;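 further: 0% = DMSO and 100% = reference agonist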
# STAT3 activator – IL-6 driven STAT3 reporter potentiators, primary screen, U3A cells, luciferase, luminescence, MLSCN library; IL-6 STAT3-luciferase reporter; 100% = signal with IL-6 EC80 alone; activation (% of control), % at 5.6 µM; 190,000 compounds, 0.91% hits; AID 871, 2007;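 active means activation above the screen-wide mean of compound activation plus 3 SD, cut at about 130% in these data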;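 further: 0% = background luminescence of wells with medium and substrate only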
#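 system = STAT3-luciferase reporter U3A cells | reagent = IL-6 stimulus at 33 ng/mL final | timing = 1 h compound pre-exposure, 6 h IL-6 stimulation, 37 °C | measured by = luminescence | evaluation = % activation versus median of IL-6-stimulated wells | control set = IL-6-only wells as 100% reference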
# STAT1 blocker – STAT1 signaling inhibitors, primary screen, cell-based, HTS, luciferase reporter | NIH 3T3 STAT1-luciferase reporter, IFN-gamma, luminescence | inhibition, % at 5.5 µM | 200,000 compounds, 0.35% hits | AID 920, 2007;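 active means inhibition above a set limit, the mean inhibition across all tested compounds plus 3 SD, cut at about 34% in these data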;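 further: 0% = IFN-gamma with DMSO and 100% = IFN-gamma with 300 µM nifuroxazide; values of inactives mirror those of a sister screen read the other way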
# bIAP act – bovine intestinal alkaline phosphatase activators, primary screen, biochemical, bovine IAP, CDP-star luminescence | 200,000 compounds, 0.17% hits | activation factor at 20 µM | AID 1016, 2008 | purified bovine IAP, 30 min; active compounds read high; fold of DMSO-control signal, blank-subtracted | alkaline phosphatase, intestinal [Bos taurus];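 active means activation factor of 2 or more at 20 µM, a signal rise over negative controls twice the positive control's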
# bIAP inhibitor – bovine intestinal alkaline phosphatase inhibitors, primary screen, selectivity assay for TNAP inhibitor project, biochemical, bovine IAP, CDP-star luminescence; alkaline phosphatase, intestinal [Bos taurus]; purified bovine IAP, 30 min; inhibition, % at 20 µM; 190,000 tested, under 10 active; AID 1019, 2008;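 active means over 50% inhibition of intestinal alkaline phosphatase at 20 µM in the single-dose screen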
#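 Assay system – bovine IAP enzyme · Quantity – bovine IAP at 1/65,000,000 final dilution · Detection – CDP-star luminescence signal · Times – 30 min reaction at room temperature · Also added – CDP-star substrate at 30 µM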
# TR-FRET SRC-2 ct – TR-FRET signal artefacts, primary screen, artefact control for PPARgamma SRC-2 agonist project, biochemical; TR-FRET artefact counter-screen; active compounds read high; TR-FRET ratio at 8 µM; 200,000 compounds, 0.4% hits; in the data active means TR-FRET ratio above about 2000; further: inactives centre near 1500
# PPARg SRC2 recr – agonists of PPARg-SRC-2 recruitment, primary screen, biochemical, HTS. Peroxisome proliferator-activated receptor gamma (Homo sapiens), P37231. PPARgamma LBD-SRC-2 recruitment. activation, % at 8 µM. 200,000 compounds, 0.34% hits; in the data active means activation above about 22%;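 further: 0% = vehicle and 100% = reference agonist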
# ROMK mod – ROMK potassium channel modulators, primary screen, cell-based, thallium flux, MLSMR library; B-score at 10 µM; Tet-inducible ROMK, thallium flux fluorescence; actives lie on both sides; 130,000 compounds, 2% hits; ATP-sensitive inward rectifier potassium channel 1 (Homo sapiens), P48048;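 active means signal ratio slope over the read window, or its plate-corrected B-score, at least 3 SD from the plate mean, either direction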;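 further: B-score of the F/F0 ratio slope over 7 to 12 s after thallium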
# Target sequence (P48048 whole entry, looked up): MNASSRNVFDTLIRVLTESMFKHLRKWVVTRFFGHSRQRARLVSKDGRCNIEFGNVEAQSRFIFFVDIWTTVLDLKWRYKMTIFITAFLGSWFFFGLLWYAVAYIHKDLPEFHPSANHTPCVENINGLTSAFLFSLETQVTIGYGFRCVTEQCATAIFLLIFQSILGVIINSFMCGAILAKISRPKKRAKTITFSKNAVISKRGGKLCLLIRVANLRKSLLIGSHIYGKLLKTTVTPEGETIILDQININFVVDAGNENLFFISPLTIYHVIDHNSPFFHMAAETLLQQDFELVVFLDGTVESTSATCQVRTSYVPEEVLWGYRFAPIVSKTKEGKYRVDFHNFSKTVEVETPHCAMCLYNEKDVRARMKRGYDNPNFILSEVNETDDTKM
# * marks the source's active call; other numbers are inactive results; . = not tested or not shown. No enrichment for hits; 3.7% or so of the library scored in one or more.
SMILES,STAT3 blocker,PPARg SRC-3 ag,TNAP act hiacc,PPARg SRC-1 ag,STAT3 activator,STAT1 blocker,bIAP act,bIAP inhibitor,TR-FRET SRC-2 ct,PPARg SRC2 recr,ROMK mod
CN1c2ccccc2-c2nc3ccccc3n2C1c1ccccn1 (centres undefined),3,5,1,-8,100,8,1.3,-30,1402,3,.
CCOc1cccc2cc(-c3csc(NC(=O)CCC(=O)N4CCC(C)CC4)n3)c(=O)oc12,3,3,1,3,98,2,0.8,17,1700,6,0.15
CC(NC(=O)c1cccs1)C(=O)NC1=NCCS1 (centres undefined),-2,-7,1,2,103,1,0.9,11,1613,3,0.54
COCCNC(=O)CN(C(=O)CCC(=O)Nc1nccs1)c1ccccc1OC,0,-1,1.1,9,105,2,1,-3,1454,-7,.
Cc1c(Br)cccc1NC(=O)c1sccc1-n1cccc1,12,0,1,-3,93,2,0.9,7,1552,10,0.24
Cn1c(=O)[nH]c(=O)c2c1nc(N1CCCCCC1)n2CCCSc1nnnn1-c1ccccc1,-7,4,1,12,104,6,0.9,9,1734,3,-0.8
Cc1ccc(C(=O)OCC(=O)Nc2ccccc2C(F)(F)F)cc1S(=O)(=O)N1CCOCC1,8,4,1,5,97,6,1,-1,1401,1,.
NC(N)=N/N=C/c1ccccc1,-4,-4,1,12,104,0,0.9,6,1571,-1,0.03
C/C(=N\NC(=O)COc1cc(C)cc(C)c1)c1ccc(N2CCOCC2)cc1,-2,-1,1,4,106,-2,0.9,5,1503,0,.
Cc1nnc(SCc2ccccc2Cl)n(N)c1=O,-16,3,1,6,120,-1,1,0,1544,-2,-0.24
Nc1c(C(=O)Nc2ccc(Cl)cc2)oc2ccccc12,-75,-3,1,7,173*,-78,0.7,30,1463,2,.
c1csc(-c2ncc3ccccn23)c1,13,4,1,12,94,-5,0.9,12,1539,1,.
CC1CCCN(C2=NC(=O)/C(=C/c3cn(-c4ccccc4)nc3-c3cccc(S(=O)(=O)N(C)C)c3)S2)C1 (centres undefined),10,5,1,-1,97,4,1,-3,1375,0,-0.063
CN(C)S(=O)(=O)c1cccc(C(=O)Nc2ccccc2Cl)c1,8,-2,1,4,98,-1,0.8,21,1595,3,0.36
CCOC(=O)C1C(=O)N(C(=O)c2ccc(OC)cc2)CC1c1ccccc1 (centres undefined),-1,6,1.1,1,105,1,0.9,9,1457,6,.

# 3 entries from above, reformatted:
compound	STAT3 blocker	PPARg SRC-3 ag	TNAP act hiacc	PPARg SRC-1 ag	STAT3 activator	STAT1 blocker	bIAP act	bIAP inhibitor	TR-FRET SRC-2 ct	PPARg SRC2 recr	ROMK mod
Cc1c(Br)cccc1NC(=O)c1sccc1-n1cccc1	12	0	1	-3	93	2	0.9	7	1552	10	0.24
c1csc(-c2ncc3ccccn23)c1	13	4	1	12	94	-5	0.9	12	1539	1	.
Cc1ccc(C(=O)OCC(=O)Nc2ccccc2C(F)(F)F)cc1S(=O)(=O)N1CCOCC1	8	4	1	5	97	6	1	-1	1401	1	.

# The list continues:
SMILES,STAT3 blocker,PPARg SRC-3 ag,TNAP act hiacc,PPARg SRC-1 ag,STAT3 activator,STAT1 blocker,bIAP act,bIAP inhibitor,TR-FRET SRC-2 ct,PPARg SRC2 recr,ROMK mod
COc1cc(/C=N\NC(=O)CC(=O)NCCc2ccccc2)ccc1O,6,6,1.1,10,97,12,1,-3,1692,4,-0.5
CC(=O)Nc1sc2c(c1C(c1cccs1)N1CCOCC1)CCCC2 (centres undefined),8,17,1.1,5,99,-3,1,4,1567,5,.
CCOc1cc(N2CCOCC2)c(OCC)cc1NC(=O)COc1ncnc2ccccc12,-50,1,1,11,151*,-6,1,-2,1789,13,-0.64
COc1ccc(N2C(N)=NC(N)=NC2(C)C)cc1,3,-1,1,8,101,-3,0.9,6,1580,9,.
O=C(Cn1cncn1)N/N=C/c1ccc(Cl)cc1,5,2,1.1,-1,99,4,0.5,.,1601,-4,-0.077
CC1CCCN(c2nc(-c3cccnc3)nc3scc(-c4ccccc4)c23)C1 (centres undefined),-12,-2,0.9,0,109,-15,0.9,13,1565,-5,-1.5
COc1ccc(-c2csc(Nc3ccccc3)n2)cc1,1,3,1,4,99,-85,1,4,1611,5,.
Cc1ccc(CNC(=O)c2ccccc2NS(C)(=O)=O)cc1,8,3,1.1,0,97,-1,0.9,7,1592,6,.
O=C(CSc1n[nH]c(-c2ccccc2)n1)Nc1ccc(N2CCOCC2)cc1,12,6,1,5,97,-1,1.1,-14,1682,4,-0.063
COc1ccc(C)cc1NC(=O)CCS(=O)(=O)c1ccc2c(c1)CCN2C(C)=O,5,0,1,2,100,-11,0.9,8,1498,1,0.23
CN(C)C(=S)Nn1c(-c2ccccc2)nc2ccccc2c1=O,2,1,1,2,96,1,0.9,7,1563,-1,1
O=C(CSCc1nc2ccccc2[nH]1)N1CCN(c2ccc(F)cc2)CC1,-2,-4,1,8,103,18,1.2,-20,1468,2,-3.1
C=CCn1c(-c2csc(-c3ccc(OC)c(OC)c3)n2)n[nH]c1=S,24,13,1.1,11,85,11,1,5,2116*,23*,0.57
CCOC(=O)N1CCN(S(=O)(=O)c2ccc(C)c(C)c2)CC1,1,-3,1,4,101,3,1,3,1370,-1,-0.024
O=C(c1cc2ccccc2oc1=O)N1CCN(c2ncccn2)CC1,-17,-3,1,3,115,-15,1.1,-5,1443,4,.
O=c1c2ccccc2nc(N/N=C/c2c(O)ccc3ccccc23)n1O,46*,7,1,6,62,8,1.2,-17,1467,1,.
NNC(=O)CNC(=O)c1cccc(Br)c1,10,12,1,10,96,-2,0.9,6,1659,4,.
CC(=O)Oc1c(/C=C(\C#N)C(N)=O)[nH]c2ccccc12,-5,10,0.6,21*,105,6,1.1,-7,1474,22*,.
CC(/C=C/C=C/c1ccccc1)=N\NC(=O)c1cccnc1,9,-1,1,8,94,0,1.1,-8,1567,8,.
COCCCn1c(-c2ccco2)nc2ccccc2c1=O,14,8,1,-4,93,-1,0.9,8,1694,8,.
COCc1c(C)cc(C)c(/C=N/O)c1C,9,1,1.1,5,98,-2,1,5,1511,15,-0.51
CCOC(=O)c1c(-c2ccc(OC)cc2)csc1NC(=O)CCN1C(=O)c2ccccc2C1=O,-7,25,1,-1,111,5,1,0,1910,-3,.
CCC(CC)c1nnc(NC(=O)CN2C(=O)C3C4C=CC(C4)C3C2=O)s1 (centres undefined),-6,8,1.1,-3,105,3,1,0,1597,-4,-0.27
O=C(COc1ccc([N+](=O)[O-])cc1)N/N=C/c1ccccn1,9,14,1,2,98,3,1.2,-18,1783,6,-1.4
COC(=O)c1ccc(CSc2nnc3c(Cl)cc(Cl)cn23)o1,2,9,1.1,4,106,0,0.9,14,1537,5,0.94
O=P(O)(O)CP(=O)(O)O,-3,-1,1.1,-6,108,3,1.3,-30,1286,-2,.
[O-][n+]1onc2c3ccnnc3ccc21,8,-1,1,6,96,28,1,2,1529,3,.
O=C(CN1CCOCC1)Nc1ccc(OCc2ccccc2)cc1,2,-12,1,-4,101,-3,1,3,1452,-3,.
CO/N=C\CC(=O)Nc1ccc(F)cc1,14,-13,1,2,95,-4,0.9,11,1535,-4,.
O=C(NCC1CCCO1)c1ccc2c(=O)n(-c3ccc(F)cc3)c(=S)[nH]c2c1 (centres undefined),10,3,1.1,9,95,-5,1,2,1518,2,0.51
COc1ccc(C2C(C(=O)O)CC(=O)N2C2CCCCC2)cc1 (centres undefined),4,4,0.9,-2,99,5,0.9,5,1600,1,1.1
CCOC(=O)Nc1cccc(NC(=O)c2ccccc2F)c1,11,3,1.1,9,91,5,0.9,6,1470,9,.
NC(=O)C1(NC(=O)[C@@H]2CC3(CC(c4cccc(NC(=O)[C@@H]5CCC(=O)N5)c4)=NO3)CN2C(=O)c2ccccc2)CC1 (some centres undefined),5,1,1,0,102,-4,1,-2,1576,3,0.012
CCCNS(=O)(=O)c1ccc(CCC(=O)NCCc2ccc(OC)c(OC)c2)cc1,6,0,1.1,2,99,1,1,4,1668,8,0.042
CCOC(=O)CC1Sc2ccccc2NC1=O (centres undefined),6,-12,1,-5,97,-2,1,3,1542,-6,0.08
O=C(CNc1c(Br)cc(Br)cc1Br)NN=C1CCCCC1,8,-6,1,2,95,4,1,3,1724,4,.
CCO[C@@H]1OC(C(=O)N2CCN(Cc3ccccc3)CC2)=C[C@H](c2ccccc2)[C@H]1CCCO,.,0,1.1,11,.,0,1.1,-6,1634,6,.
CC(=O)c1ccc(NC(=O)c2noc3c2CCC3)cc1,66*,3,1,-1,46,53*,1,-1,1632,4,-0.25
Cc1ccc(NC(=O)CSc2nnc3n2CCCCC3)cc1,7,4,0.9,12,98,6,1,-1,1565,4,.
CC(=O)Nc1ccc(S(=O)(=O)Nc2nc3ccccc3nc2-n2ccc(=NC(=O)c3ccc(F)cc3)cc2)cc1,8,8,1,11,100,-6,1,-5,1613,2,-0.18
S=C(Nc1ccccc1Cl)N1CCOCC1,6,1,1,6,95,2,1,0,1690,11,0.56
Cc1cccc(C(=O)OCC(=O)NCC(C)C)c1O,-6,1,1.1,2,111,-13,0.8,15,1721,2,0.14
CCN1CCN(C(CC(C)C)c2nnnn2CS(=O)(=O)c2ccc(C)cc2)CC1 (centres undefined),4,3,1,-5,100,-4,1.2,-18,1225,-3,-1.8
CCOc1cc(N2CCOCC2)c(OCC)cc1NC(=O)CN1C(=O)NC(C)(C2CC2)C1=O (centres undefined),4,-1,1,9,101,-2,1,-2,1633,10,0.13
CC(C)Cn1c(N)c(C(=O)COC(=O)C2CCCCC2)c(=O)n(C)c1=O,30,2,1.1,6,78,10,1.1,-7,1533,1,-1.4
Nc1ccc(NC(=O)NC2CCCCC2)cc1[N+](=O)[O-],-9,7,0.9,-3,111,-31,1.1,-5,1583,-1,.
O=C1/C(=C/c2ccc(N3CCOCC3)o2)SC(=Nc2ccccc2)N1CCc1c[nH]c2ccccc12,8,-5,0.8,-4,98,11,0.6,40,1270,-5,.
Cc1nn(C(C)(C)C)c(OC(=O)C2CCCC2)c1S(=O)(=O)c1ccccc1,-6,2,1,-1,108,5,1,2,1608,1,1.1

# Screening data from PubChem.
